Yeast growth inh = yeast BB579 growth reduction in restrictive medium | inhibition, % at 10 µM | S. cerevisiae BB579 growth, OD615, 48 h | 140,000 compounds, 0.51% hits;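 active = inhibition above a set limit, 3 SD over the mean compound inhibition, cut at about 44% in these data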; note: inactives centre near -24
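Assay system – yeast BB579 (DeaD) · Dosing – single compound dose of 10 µM, 0.25% DMSO final · Detection – OD615 turbidity measurement · Buffer or medium – CSMM-D restrictive synthetic medium containing dextrose (glucose) · Benchmarks – positive control amphotericin B 10 µg/mL · Incubation – 48 h exposure, 30 °C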
Phagocytosis inh = inhibitors of macrophage phagocytosis | J774A.1 macrophage IgG-bead phagocytosis, imaging | 110,000 compounds, 0.07% hits | inhibition, % at 5 µM;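 active = inhibition above the mean of the plate negative controls plus 5 SD, cut at about 13% in these data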;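 note: phagocytic index as fraction of beads internalized from green versus red external bead signal; plate controls were DMSO negative control for no effect and cytochalasin-D positive control for full effect; some results beyond the cut were filed as inactive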
HCT116 bCat-KO = beta-catenin-lacking colon tumor cell growth suppression; AID 818; 140,000 compounds, 1.5% hits; HCT116 beta-catenin knockout viability, CellTiter-Glo, 60 h; stronger effect = lower value; viability, % at 10 µM;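 active = viability at or under a set limit, the compound median less 4 SD, cut at about 6% in these data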;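 note: 0% = Hyamine 1622 control at 20 µM and 100% = untreated cell control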
NPY-Y2 antag = antagonists of human neuropeptide Y receptor Y2 | P49146 | NPY-Y2 expressing cells, antagonist mode | inhibition, % at 2.7 µM | 140,000 compounds, 0.99% hits; in the data active = inhibition above about 17%;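 note: 0% = vehicle with agonist challenge and 100% = reference antagonist with challenge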
Target sequence (P49146 whole entry, looked up): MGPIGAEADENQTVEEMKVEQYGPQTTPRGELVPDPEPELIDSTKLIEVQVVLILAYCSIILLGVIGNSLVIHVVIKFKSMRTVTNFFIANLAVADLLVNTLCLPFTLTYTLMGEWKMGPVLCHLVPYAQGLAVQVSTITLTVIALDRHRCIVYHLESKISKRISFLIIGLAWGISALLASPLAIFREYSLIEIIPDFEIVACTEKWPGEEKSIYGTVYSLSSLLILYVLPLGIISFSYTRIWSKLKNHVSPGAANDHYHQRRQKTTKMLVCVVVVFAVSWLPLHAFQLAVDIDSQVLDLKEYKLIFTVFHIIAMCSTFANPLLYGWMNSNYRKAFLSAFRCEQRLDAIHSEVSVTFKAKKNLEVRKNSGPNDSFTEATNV
Measles CPE = protection of cells from measles virus; Measles virus-infected cells, CPE protection, absorbance; protection (pct of control), % at 4 µM; 140,000 compounds, 1.5% hits; AID 841; in the data active = protection mostly above about 24%, no sharp cut-off; inactive = mostly below about 26%; note: some compounds called inactive have numbers as strong as hits
MRP-1 activ = activators of MRP-1 | H69AR cells + doxorubicin, viability rescue, CellTiter-Glo | viability increase, % at 10 µM | 140,000 compounds, 0.61% hits | AID 799;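 active = viability gain under doxorubicin at or above a set limit, the compound median plus 3 SD, cut at about 4.7% in these data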;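 note: MRP-1 overexpressing cells given doxorubicin 25 µM after compound pretreatment; 18-22 h compound pretreatment then 72 h with doxorubicin before readout; 0% = doxorubicin-only wells and 100% = vehicle-treated cells without doxorubicin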
PTEN del growth = suppresses growth of cells with PTEN deletion; HCT116 PTEN-null viability, CellTiter-Glo, 60 h; stronger effect = lower value; viability, % at 10 µM; 140,000 compounds, 1.2% hits; AID 827;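 active = viability at or below a set limit, 4 SD under the median of all tested compounds, cut at about 3.7% in these data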;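 note: PTEN knockout HCT116 line with beta catenin targeted HCT116 as companion control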
E-sel TNF inh = blocks E-selectin expression induced by TNF alpha; HUVEC TNFa-induced E-selectin immunofluorescence, high content; inhibition, % at 2 µM; AID 1246; 120,000 compounds, 0.71% hits;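 active = inhibition above the batch mean plus 3 SD, and confirmed as a hit on visual image review, cut at about 43% in these data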;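 note: 0% = TNF-stimulated DMSO wells and 100% = unstimulated control wells; not every result past the cut was called active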
Yeast lifespan up = extends the lifespan of yeast | S. cerevisiae growth with nicotinamide, OD615; deaD strain in restrictive glucose medium | inhibition of the nicotinamide effect, % at 10 µM | 130,000 compounds, 0.68% hits;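 active = inhibition above a set limit, placed 3 SD over the median of all compounds, cut at about 26% in these data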;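 note: 0% = nicotinamide-treated wells and 100% = cells grown without nicotinamide; some compounds called inactive have numbers as strong as hits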
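Assay system: engineered S. cerevisiae DeaD replicative-lifespan strain, galactose-grown log-phase cells; Buffer or medium: CSMM-D glucose medium, restrictive; Probe or stimulus: nicotinamide 1.5 mM; Compound: single dose 10 µM compound, 0.25% DMSO; Schedule: 4 h preincubation then 48 h treatment at 30 °C; Technique: OD615 measurement.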
GALR2 antag = GALR2 (human) receptor antagonism; 140,000 compounds, 0.39% hits; inhibition, % at 4 µM; GALR2-expressing cells, antagonist mode; AID 828; in the data active = inhibition above about 27%;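 note: cells stimulated with galanin 1-16 at roughly its EC80; 0% = agonist challenge control and 100% = basal control without agonist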
Target sequence (O43603 whole entry, looked up): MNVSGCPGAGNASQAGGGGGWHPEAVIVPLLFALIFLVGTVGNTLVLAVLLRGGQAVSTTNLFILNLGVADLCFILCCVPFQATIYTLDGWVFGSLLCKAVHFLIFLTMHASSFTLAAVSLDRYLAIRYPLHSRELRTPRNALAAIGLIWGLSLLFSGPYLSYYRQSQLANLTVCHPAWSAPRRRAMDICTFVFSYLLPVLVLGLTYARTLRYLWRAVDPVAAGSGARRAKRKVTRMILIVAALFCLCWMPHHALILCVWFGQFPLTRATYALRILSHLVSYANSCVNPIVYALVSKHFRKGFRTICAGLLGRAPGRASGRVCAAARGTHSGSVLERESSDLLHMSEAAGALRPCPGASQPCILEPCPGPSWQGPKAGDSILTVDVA
* = called active by the depositor; x = no result given.

SMILES	Yeast lifespan up	E-sel TNF inh	Measles CPE	Yeast growth inh	NPY-Y2 antag	HCT116 bCat-KO	GALR2 antag	PTEN del growth	Phagocytosis inh	MRP-1 activ
O=S(=O)(CCc1nnc(-c2ccccc2)o1)c1ccc2ccccc2c1	-6	7	20	-7	8	79	7	82	0	-2.6
O=C(COc1ccc(Cl)cc1)Nc1nc(-c2ccc(S(=O)(=O)N3CCOCC3)cc2)cs1	-12	15	0	-25	3	90	5	77	-1	-1.1
CCOC(=O)c1ccc(NC(=S)NCCc2ccccc2)cc1	-27	11	22	-38	2	86	-7	85	2	-4.4
O=c1c2ccccc2c(-c2ccc(Cl)cc2)nn1-c1ccccc1	-17	x	3	-34	9	92	-11	83	-1	-0.4
Cc1ccc(-n2c(O)c(C=Nc3ccc4c(c3)OCO4)c3ccccc3c2=O)cc1C	-14	x	6	-58	0	2.0*	-1	2.4*	-1	-5.6
COc1ccc(NC(=O)c2cccnc2C(=O)O)c(OC)c1	-2	-2	13	-14	4	97	5	95	-1	-3.0
CC1CCCCC1N1CN=C(Nc2nc3ccccc3s2)NC1 (stereo not given)	-7	10	19	-22	2	59	17	47	x	-3.2
C/C=C(/C)C(=O)O[C@@H]1[C@H](OC(=O)C=C(C)C)c2c(ccc3ccc(=O)oc23)OC1(C)C	6	x	4	-51	4	96	14	98	x	-0.6
Cc1ccc(C)c(NC(=O)COc2cccc3c2CCN(Cc2ccccc2C)C3=O)c1	-3	36	9	-19	7	94	7	88	3	-1.2
COC(=O)CCN(c1ccccc1)S(=O)(=O)c1ccc(OC)cc1	-22	-44	10	-19	1	72	9	90	-2	-4.5
O=C(CCC1CCCCC1=O)c1ccccc1 (stereo not given)	-4	x	5	-78	-1	82	-4	107	-2	0.3
COc1ccccc1NC(=O)CN1CCN(S(=O)(=O)c2ccc(Br)cc2)CC1	-4	x	12	-5	1	87	2	85	-1	-3.1
CCCCNC(=O)c1cc([N+](=O)[O-])[nH]n1	-2	x	11	-15	2	89	6	92	-9	-0.1
CS(=O)(=O)N(CC(=O)NCc1ccc2c(c1)OCO2)Cc1ccc(Cl)cc1	-11	13	5	-2	9	99	3	85	0	-1.3
CCSc1nnc(C)n1-c1ccc(C(=O)O)cc1	-11	-8	6	-46	1	99	6	97	-2	0.0
COc1ccc2sc(NC(=O)CC(C)C)nc2c1	-28	x	6	-22	-1	80	7	86	-1	-0.5
CCOC(=O)N1CCN(S(=O)(=O)c2ccc(F)c(C(=O)Nc3cccc(Cl)c3C)c2)CC1	-1	-32	4	-11	3	52	-9	47	-2	-3.0
O=C(Nc1ccccc1)OCC1CCCN2CCCCC12 (stereo not given)	-17	3	54	-18	4	102	-14	98	x	0.3
Cc1ccccc1C(=O)NN1C(=O)CSC1=S	14	x	30	-16	-2	99	6	102	13	0.7
COC(=O)Nc1ccc(S(=O)(=O)N2CCCc3ccccc32)cc1	-14	x	2	-49	5	14	3	15	0	-5.9
Cc1scc(-c2n[nH]c(=S)n2C(C)c2ccccc2)c1C (stereo not given)	3	x	2	-5	4	88	7	77	-1	-2.6
CCOC(=O)c1sc(=S)n(-c2ccc(C)cc2)c1SC	-5	12	10	16	0	93	-4	88	-1	-2.2
COc1cc(/C=N/NC(=O)c2cc3ccccc3cc2O)ccc1OCCN1CCCCC1	-6	x	4	-52	7	72	15	75	7	0.9
Cn1c(-c2ccc3c(c2)OCO3)cnc1N	-27	-36	7	-25	3	100	-10	99	0	-1.0
COc1cccc(C2=NCCc3cc4c(cc32)OCO4)c1OC	7	-9	3	-52	0	91	13	95	-1	-2.5
Cn1c(C(=O)NCCCN2CCCC2=O)cc2c(=O)n(C)c3ccccc3c21	-7	4	12	-24	3	98	-2	101	-1	-1.8
O=C1Nc2ccc(S(=O)(=O)NCc3ccccn3)c3cccc1c23	-11	7	6	-16	2	99	1	84	x	-4.1
Cc1nn(C)c(C)c1CNC(=O)c1cc2n(n1)C(C(F)(F)F)CC(c1cccs1)N2 (stereo not given)	-9	-37	19	-48	-1	84	13	96	x	-0.1
CCOC(=O)C1(c2csc(N)n2)COC(=O)C1 (stereo not given)	-6	7	17	-48	2	86	-10	95	-2	-3.7
CC(C)OCCCNC(=O)c1ccc(N(C)S(C)(=O)=O)cc1	0	2	10	-20	1	105	15	102	x	-0.8
CNC(=S)NCCc1ccc(OC)c(OC)c1	-5	-7	16	-5	1	95	-6	103	-3	-1.2
Cc1nc2ccc(C(=O)O)cc2c2c1CC(C)S2 (stereo not given)	-2	-8	14	-28	-1	101	8	90	-2	-0.6
O=C(CC1=NCCNC(c2ccccc2)C1)c1ccccc1O (stereo not given)	-17	-4	8	-4	1	40	2	40	-1	-0.1
[O-][n+]1c2c(nn1-c1ccccc1Cl)-c1nonc1CC2	-10	-22	7	2	-1	102	-14	93	0	0.7
Cc1cc(C)cc(C(=O)NCCn2cc(SCC(=O)N3CCOCC3)c3ccccc32)c1	-11	x	17	-5	2	101	-3	93	-1	-3.6
Cc1ccccc1Nc1nc(N)nc(CSc2nnc(-c3ccccc3)n2C)n1	-4	2	15	11	5	95	12	98	4	-3.3
O=C(CCCC(=O)N(CC(=O)NC1CCCC1)Cc1ccc2c(c1)OCO2)Nc1ccccn1	11	-8	6	-30	6	94	-3	108	0	-3.5
CCOC(=O)C1CCN(C(=O)Nc2ccc3nccnc3c2)CC1	x	28	9	-28	7	89	7	89	x	-3.9
COc1cccc(C2CC(c3ccc(C)cc3)n3ncnc3N2)c1 (stereo not given)	-3	x	8	3	3	89	-9	99	0	-0.9
CCC(C)c1ccccc1OCCn1ccnc1 (stereo not given)	3	44	2	-10	2	83	-1	98	x	-3.1
COc1ccccc1/C=C\C=N\n1c(-c2ccc(Cl)cc2)n[nH]c1=S	0	9	13	-49	16	90	-2	92	-6	-1.5
CC(C)NS(=O)(=O)c1ccc2c(c1)NCC2	-3	-37	12	-10	2	95	3	99	-5	-1.4
O=c1[nH]c(SCc2ccccc2)nnc1-c1ccccc1	x	33	3	-20	6	96	-7	90	x	-4.1
COc1ccc(C2C3=C(CC(C)(C)CC3=O)Oc3ncn(Cc4ccco4)c(=N)c32)cc1 (stereo not given)	2	0	18	-80	4	88	4	88	5	0.7
COc1ccc(-c2ccc(-c3noc(-c4ccco4)n3)c(OC)n2)cc1	-7	x	29	-46	1	102	3	104	x	-0.1
CC(=O)Nc1ccc(S(=O)(=O)N=S(C)C)cc1	-11	17	6	-4	7	102	15	101	x	0.8
CNC(=S)N1C2CCC1CC(NC(=O)NC13CC4CC(CC(C4)C1)C3)C2 (stereo not given)	-18	-26	8	-83	4	102	5	95	1	-0.1
O=C(COc1ccc(S(=O)(=O)N2CCCC2)cc1)NCCC1=CCCCC1	-4	7	3	-16	-2	87	-7	91	-1	-1.7
CCc1ccccc1NS(=O)(=O)c1ccc(SC)cc1	9	-41	4	-37	3	85	7	77	-1	-4.7
S=C1CCSc2ccc(Cl)cc2N1	-18	-33	x	-35	3	103	10	101	1	-0.3
NC(=O)c1ccc(-n2nnnc2SCC(=O)Nc2ccc(N3CCOCC3)c(Cl)c2)cc1	-12	-19	32*	-53	1	95	-11	93	0	-0.7
Cc1c(O)cc2n(c1=O)-c1ccc(Cl)cc1C2(C)C	x	-5	7	-31	3	88	-5	89	x	-0.1
CCCc1[nH]nc2c1C1(C(=O)N(CC)c3ccccc31)C(C#N)=C(N)O2 (stereo not given)	-2	2	7	-21	-2	97	1	102	-1	-1.1
C=CCn1c(C)cc(C(=O)CSc2ccc(NC(C)=O)cc2)c1C	-4	-33	35	-32	0	95	-2	94	-1	-1.5
CCn1c(N)c(C(=O)NCCCOC)sc1=S	-17	2	17	1	-1	94	8	95	-2	-2.2
CCc1nn(CC(=O)NCCCN2CCc3ccccc3C2)c(=O)c2cc3sccc3n12	-5	x	6	-22	5	35	2	34	0	-3.7
O=C(NCCc1ccccc1)c1ccncc1	-23	x	2	12	-2	89	6	84	0	-1.4
CCOC(=O)c1sc(NC(=O)c2ccc3ncsc3c2)nc1C	0	17	18	-26	0	68	-4	87	-2	-3.2
Cc1ccc(S(=O)(=O)Nc2ccc(Cl)cc2C(=O)c2ccc(F)cc2)cc1	2	-18	5	-21	4	73	-3	60	-4	-1.2
O=C(CC(c1ccccc1)c1ccccc1)OCn1nnc2ccccc2c1=O	4	10	23	-48	12	90	1	93	3	1.0

Continuation:
SMILES	Yeast lifespan up	E-sel TNF inh	Measles CPE	Yeast growth inh	NPY-Y2 antag	HCT116 bCat-KO	GALR2 antag	PTEN del growth	Phagocytosis inh	MRP-1 activ
COCC(=O)Oc1c(S(=O)(=O)c2ccc(C)cc2)c(C)nn1-c1ccccc1	-21	0	4	3	5	97	-15	92	x	-1.1
Cc1ccsc1/C=C(/C#N)C(=O)NCc1ccccc1	-2	-14	26	-45	1	102	-1	98	-6	2.3
COC(=O)CNC(=O)c1cccc(F)c1	-3	6	4	1	5	102	-28	97	-1	-0.1
CC1Cc2nc(SCC(=O)Nc3ccccc3F)n(C)c(=O)c2S1 (stereo not given)	0	-22	7	-15	3	78	4	83	x	-2.0
O=C(NCC1CCCO1)C1CC(c2ccc(Cl)c(Cl)c2)=NO1 (stereo not given)	-16	4	11	-8	2	91	0	92	-1	0.1
CC12CN3CC(C)(CN(C1)C3c1ccc(Br)cc1)C2=O (stereo not given)	-13	x	11	-21	2	87	8	85	4	-1.7
COc1ccc(Cl)cc1NC(=S)N1CCN(c2ccccn2)CC1	-5	-47	3	-26	-3	90	5	90	-2	-0.8
CC1(N2CCCCC2)C(=O)c2ccccc2C1=O	1	x	15	5	6	95	-4	99	4	0.9
CCOC(=O)c1c(C2CC2)csc1NC(=O)COC(=O)c1ccc[n+]([O-])c1	-3	x	35	-5	7	94	12	87	2	-0.5
COc1cc(/C=C/C(=O)O)cc(S(=O)(=O)NC2CC2)c1OC	10	x	26	-10	1	89	4	99	-6	1.0
CCOC(=O)c1[nH]c2ccccc2c1NC(=O)NC1CCCCC1	6	2	28	-27	0	77	-6	78	-1	-4.7
CC(C)CC(C(=O)O)N1C(=O)C2C3CC(C2C1=O)C1C(c2ccccc2)c2sc(=O)[nH]c2SC31 (stereo not given)	-3	x	6	-11	1	91	-4	98	0	0.3
COc1cc(/C=N/NC(=O)c2cccnc2)ccc1OS(=O)(=O)c1ccc(F)cc1	-6	-29	7	-26	1	85	9	93	-1	0.0
Cc1cc(C)nc(-n2nc(C)cc2NC(=O)c2cccc(S(=O)(=O)N3CCCCC3)c2)n1	-4	x	15	-21	1	90	-1	69	-2	-3.2
CC1CCN(Cc2ccc(NC(=O)C3CCN(c4nnc(-n5cccc5)s4)CC3)cc2)CC1	-9	0	1	-22	3	8	3	24	0	-5.6

Assay outcomes deposited in PubChem BioAssay by several laboratories.

Compounds were not picked by outcome; overall some 6.1% were active at least once.
